Efflux pump mplx – inhibitors of Candida efflux pumps in yeast, primary screen, S. cerevisiae, Nile Red, multiplex | 0.44% of 330,000 active | S. cerevisiae Candida pump triplex | inhibition, % at 10 µM;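 active means plate passing quality check with inhibition over a set limit, or well fluorescence over plate mean plus 4 SD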;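 further: Nile Red retained in pooled yeast measured as flow cytometry median fluorescence; 0% = buffer negative control and 100% = Enniatin B positive control; higher means more Nile Red kept so more efflux inhibition; some compounds called inactive have numbers as strong as hits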
Bcl-xL primary – inhibitors of human Bcl-xL, primary screen, biochemical, fluorescence polarization, HTS; Bcl-2-like protein 1 (Homo sapiens), Q07817; GST-Bcl-xL / FITC-Bim BH3 peptide fluorescence polarization; inhibition, % at 10.9 µM; 0.7% of 320,000 active;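 active means inhibition above the mean of all tested compounds plus 3 SD, cutoff set per campaign, cut at about 30% in these data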;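 further: 0% = DMSO wells and 100% = unlabeled Bim-BH3 peptide competitor; inhibitors lower millipolarization by displacing the labeled peptide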
Target sequence (Q07817 whole entry, looked up): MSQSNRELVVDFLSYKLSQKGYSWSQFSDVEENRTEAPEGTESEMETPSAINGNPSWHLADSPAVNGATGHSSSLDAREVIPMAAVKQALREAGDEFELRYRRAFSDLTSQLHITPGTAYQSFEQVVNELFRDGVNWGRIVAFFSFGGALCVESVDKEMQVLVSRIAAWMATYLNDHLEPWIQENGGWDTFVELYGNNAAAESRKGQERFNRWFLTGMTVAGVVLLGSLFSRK
VLA-4 inh – inhibition in human VLA-4 binding assay, primary screen, VLA-4 allosteric modulator project, MLPCN library, flow cytometry, VLA-4 expressing cells; Integrin alpha-4 (Homo sapiens), P13612; ligand binding flow cytometry; inhibition, % (about 7 µM as worked out from the volumes in the protocol); 0.2% of 330,000 active; AID 2557, 2010; in the data active means inhibition above about 50%
Fam108B counter – mouse Fam108B serine hydrolase inhibitors, primary screen, counter-screen for RBBP9 inhibitor project, biochemical, fluorescence polarization | recombinant Fam108B, FP-Rh probe fluorescence polarization | inhibition, % at 9.51 µM | 0.33% of 300,000 active;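 active means inhibition above the screen mean inhibition plus 3 SD, computed separately per campaign, cut at about 18% in these data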;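 further: inhibitors lower polarization as less probe binds the enzyme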
PME-1 primary – PME-1 inhibitors via competitive probe labeling, primary screen, biochemical, fluorescence polarization, FP-Rh probe, HTS. AID 2130, 2009. 0.53% of 320,000 active. recombinant PME-1. Protein phosphatase methylesterase 1 (Homo sapiens), Q9Y570. inhibition, % at 5.9 µM;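 active means inhibition above the campaign mean of all compounds plus 3 SD, cut at about 26% in these data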;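 further: competitive labeling of PME-1 active site by serine hydrolase directed probe; 0% = PME-1 with DMSO and 100% = wells lacking PME-1 enzyme; inhibitors block probe labeling so polarization falls and inhibition rises; many of its hits are not listed in these tables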
Target sequence (Q9Y570 whole entry, looked up): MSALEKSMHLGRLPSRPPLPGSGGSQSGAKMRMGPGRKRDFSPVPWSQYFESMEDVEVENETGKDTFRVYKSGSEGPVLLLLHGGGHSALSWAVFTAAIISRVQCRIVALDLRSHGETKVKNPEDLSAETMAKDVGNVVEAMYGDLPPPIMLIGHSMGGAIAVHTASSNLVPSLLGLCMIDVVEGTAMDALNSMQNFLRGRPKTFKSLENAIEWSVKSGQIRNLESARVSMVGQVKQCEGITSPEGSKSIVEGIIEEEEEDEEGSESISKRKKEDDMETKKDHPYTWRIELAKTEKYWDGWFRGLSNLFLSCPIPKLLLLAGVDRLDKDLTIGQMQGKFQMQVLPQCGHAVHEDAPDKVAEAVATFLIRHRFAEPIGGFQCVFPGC
GLD-1 TGE inh – GLD-1/TGE RNA complex disruptors, primary screen, biochemical, fluorescence polarization; Female germline-specific tumor suppressor gld-1 (Caenorhabditis elegans), Q17339; purified GLD-1 + fluorescein TGE RNA; inhibition, % at 5.96 µM; 0.44% of 320,000 active;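 active means percent inhibition above a per-plate cutoff, the plate mean of test compounds plus 3 SD, cut at about 30% in these data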;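 further: 0% = DMSO wells with GLD-1 and probe and 100% = wells lacking GLD-1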
GRK2 aptamer HTS – compounds blocking aptamer binding on GRK2 – biochemical, human GRK2, bead flow cytometry, HTS, primary screen | Beta-adrenergic receptor kinase 1 (Homo sapiens), P25098 | FAM-aptamer displacement from GRK2 | inhibition of aptamer binding, % at 10 µM | 0.59% of 330,000 active;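 active means inhibition of aptamer binding above 40%, roughly 3 SD of noise, on plates passing a quality check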;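 further: median bead fluorescence of bound FAM aptamer so fluorescent compounds give negative values; no value below 0 was filed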
MCL1-BIM inh – inhibitors of MCL1 binding to BIM-BH3, primary screen, biochemical, fluorescence polarization; Induced myeloid leukemia cell differentiation protein Mcl-1 (Homo sapiens), Q07820; GST-MCL1 / FITC-Bim-BH3 fluorescence polarization; inhibition, % at 10.9 µM; 0.68% of 320,000 active; AID 2057, 2009;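 active means inhibition above the mean inhibition of all tested compounds plus 3 SD, set per campaign, cut at about 40% in these data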;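 further: 0% = DMSO wells and 100% = unlabeled Bim-BH3 peptide control; higher means more loss of mP so more displacement of Bim peptide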
Target sequence (Q07820 whole entry, looked up): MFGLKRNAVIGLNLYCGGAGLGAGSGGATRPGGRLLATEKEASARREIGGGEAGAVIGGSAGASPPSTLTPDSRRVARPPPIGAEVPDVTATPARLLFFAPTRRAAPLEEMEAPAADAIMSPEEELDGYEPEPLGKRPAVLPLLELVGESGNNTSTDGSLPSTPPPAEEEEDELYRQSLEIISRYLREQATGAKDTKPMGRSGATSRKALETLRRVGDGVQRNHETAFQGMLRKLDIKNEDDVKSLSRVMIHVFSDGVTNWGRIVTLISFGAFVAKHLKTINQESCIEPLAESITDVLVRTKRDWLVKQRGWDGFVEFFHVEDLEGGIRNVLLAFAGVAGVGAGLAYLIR
MEX-5 binding – MEX-5 zinc finger RNA-binding disruptors – biochemical, C. elegans, fluorescence polarization, MLPCN library, primary screen. Zinc finger protein mex-5 (Caenorhabditis elegans), Q9XUB2. MEX-5/FITC-TCR2 RNA binding; stronger effect = lower value. activity score (negative = inhibition of binding), % at 10 µM. 0.38% of 300,000 active. AID 1832, 2009;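 active means inhibition past about -25% in most replicates, and total fluorescence under double the plate's negative control median, limit read from the data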;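 further: 0% = DMSO and -100% = 5 µM competing unlabeled TCR2 RNA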
* marks the source's active call; other numbers are inactive results; i = inactive; / = no result given.

SMILES	Efflux pump mplx	Bcl-xL primary	VLA-4 inh	Fam108B counter	PME-1 primary	GLD-1 TGE inh	GRK2 aptamer HTS	MCL1-BIM inh	MEX-5 binding
CC(C)CCn1nnnc1C(c1ccccc1)N1CCC(C(N)=O)CC1 (stereo not given)	0.0	-2	-1	-5	-2	1	1	1	1.4
Cn1nc(C(=O)NCc2cccs2)c2ccccc2c1=O	0.2	1	-1	0	6	7	2	-7	2.3
CC1CCCC(NC(=O)CCS(=O)(=O)c2ccc3c(c2)NC(=O)CS3)C1C (stereo not given)	-0.1	-1	6	0	-5	0	4	-6	-1.3
c1ccc(C(c2ccccc2)N2CCN(c3nc4ccccc4n4cnnc34)CC2)cc1	0.4	6	-16	-3	1	1	4	4	3.1
Cc1coc(C)c1C(=O)CC1(O)C(=O)N(Cc2ccccc2)c2ccccc21 (stereo not given)	-0.1	4	2	-3	8	0	0	5	-1.2
Cc1cc(C)c(CSc2ncnc3nc[nH]c23)c(C)c1	-0.1	-6	-4	2	-2	2	0	-17	0.0
O=C(O)c1ccc(NS(=O)(=O)/C=C/c2ccccc2)cc1	0.3	2	13	5	-2	-3	55*	-3	3.2
Nc1nnc(SCC(=O)c2ccc3c(c2)NC(=O)CO3)s1	0.3	-6	-2	1	4	-3	3	-2	2.2
CCC(=O)Nc1sc2c(c1C#N)CC(C)(CC)OC2 (stereo not given)	-0.3	5	-25	7	1	-2	0	3	0.7
CC(C)(C)C(=O)Nc1nc(NC(=O)C(C)(C)C)nc(-c2ccccc2Cl)n1	0.0	4	-1	-1	1	4	0	8	-1.5
O=C(CC1SC(=Nc2ccc(O)cc2)NC1=O)Nc1ccccc1 (stereo not given)	0.1	4	-1	-1	-1	1	1	4	0.2
CN1CCc2c(sc3nc(SCC(=O)N4CCOCC4)n(-c4ccc(Cl)cc4)c(=O)c23)C1	0.1	12	1	-4	2	-8	3	6	3.4
O=C(c1ccc(Cl)cc1)N1CCN(c2ncccn2)CC1	-0.2	7	16	7	3	2	0	0	-1.1
CCCN(C(=O)c1ccco1)c1nnc(-c2cccc(C)c2)s1	-0.1	-2	39	-4	5	6	1	3	-1.3
CCOC(=O)c1cc2sccc2n1CCCN1C(=O)c2ccccc2C1=O	0.0	-3	11	-2	-1	6	0	-2	-2.1
CC1CCN(CCCCOc2ccccc2F)CC1	-0.1	4	12	-4	-5	9	0	5	-1.6
COc1ccc(-c2nsc(SCC(=O)NCC3CCCO3)n2)cc1 (stereo not given)	-0.1	-3	3	5	1	3	0	-8	2.0
COC(C(=O)Nc1cccc([N+](=O)[O-])c1)c1ccccc1 (stereo not given)	0.0	6	-8	4	-6	5	3	8	-1.9
CCSC1=C(C#N)C(c2ccc(C)o2)CC(=O)N1 (stereo not given)	0.0	6	12	1	-2	3	0	-2	-0.9
OCC[C@H]1C[C@H](O)[C@@H](O)[C@]2(CCCO2)O1	0.1	1	18	-2	4	2	3	0	0.8
O=C(NN1C(=O)/C(=C/c2ccc(O)c(O)c2)SC1=S)c1ccccc1	3.4*	-14	i	-91	-154	-19	2	-17	-0.7
Cc1ccc(-n2ncc3c2CCCC3NC(=O)c2csnn2)cc1C (stereo not given)	0.0	4	13	-2	-2	10	2	6	-1.0
Cc1noc(C)c1S(=O)(=O)Nc1ccc(C(=O)N2CCC(C)CC2)cc1	-0.1	-2	0	-4	-9	2	3	-3	-0.6
CCc1ccc(C)[n+](CC(=O)c2cccs2)c1	-0.1	5	0	5	4	6	2	4	-1.6
O=C(COc1ccc(Cl)cc1Cl)Nc1ccccn1	0.0	-1	0	-6	-29	5	2	6	/
Cc1cc(C)cc(COc2ccc3c(C)c(CC(=O)O)c(=O)oc3c2C)c1	-0.7	-1	16	-1	-3	1	1	-5	0.7
O=C1CCCC(O)=C1C=Nc1ccc(O)cc1	0.1	7	17	-3	-7	8	0	-3	-1.7
O=C(Nc1nnc(CCN2CCCCC2)s1)c1ccccc1	0.1	4	8	0	-10	6	2	-7	2.1
CCC1CCCCN1S(=O)(=O)c1ccc(NC(=O)C2CCCO2)cc1 (stereo not given)	0.0	-2	15	-4	6	-9	0	0	-0.2
CC1(CC(=O)N/N=C/c2ccc(-c3ccc(C(=O)O)cc3)o2)OCCO1	-0.1	6	4	2	0	3	0	4	-0.2
C=CCn1c(SCc2nc3sc(C(=O)O)c(C)c3c(=O)[nH]2)nnc1-c1ccccc1	0.2	3	1	1	1	8	1	4	-0.3
CCCOc1ccc(/C=C2\SC(N)=NC2=O)cc1OC	0.1	3	-3	9	-5	-12	1	0	-4.4
COc1ccc(NC(=O)c2ccc(NC(=O)C(C)C)cc2)c([N+](=O)[O-])c1	0.6	-1	10	-1	0	4	0	7	2.5
CC(C)NC(=O)C(c1ccc(F)cc1)N(C(=O)CCC(=O)Nc1ccccn1)C1CCCC1 (stereo not given)	-0.1	10	-8	2	-3	-2	0	5	-0.3
CN(CCn1ccnc1)Cc1cn(Cc2ccccc2)nc1-c1ccc2c(c1)OCO2	-0.1	4	-5	-1	6	6	0	5	0.5
Cc1noc(C)c1C(=O)NCCc1ccc(S(N)(=O)=O)cc1	0.3	6	-2	0	4	-2	0	-1	-2.9
CCOCCn1c(-c2ccccc2)nc2ccccc21	-0.1	2	21	-1	-9	3	0	2	1.6
O=C1C=C(c2cccc(O)c2)C[C@@H](c2ccc(F)cc2)C1	0.2	3	37	/	6	-1	0	-6	/
COC(=O)c1sccc1NC(=O)c1ccc(C#N)cc1	-0.1	-9	2	-1	-10	7	0	0	-1.9
O=C(NC1CCSc2ccccc21)c1ccccc1Cl (stereo not given)	3.7	-4	-25	-2	-3	7	3	-11	4.8
CN(Cc1ccccc1)c1ccc(N2C(=O)CCCC2=O)cc1[N+](=O)[O-]	0.4	-3	-169	0	2	0	0	1	-3.5
CN(Cc1cccc(F)c1)C(=O)CNS(=O)(=O)c1ccc2ccccc2c1	-0.1	9	4	1	-1	2	0	6	-2.1
C[C@H]1CC[C@]2(O[C@@H](CCO)C[C@@H](O)[C@@H]2O)O1	-0.1	4	24	5	-3	-4	0	3	0.9
COc1ccccc1OCCn1c(=O)oc2ccc(C)cc21	0.0	6	4	1	2	5	1	-6	1.7
CC(=O)Nc1ccc(S(=O)(=O)N(CC(=O)NC2CC2)Cc2ccccc2)cc1	0.3	/	19	/	/	5	0	/	/
CC(C)NC(=O)C(OC(=O)c1ccccc1)C(OC(=O)c1ccccc1)C(=O)O (stereo not given)	0.0	10	-2	2	-5	-1	1	1	/
COc1ccc(-c2nc(N)ncc2-c2csc(C)n2)c(O)c1OC	0.0	7	-6	2	0	-4	0	10	-1.0
O=S(=O)(NC12CC3CC(CC(C3)C1)C2)c1ccc(F)cc1	0.0	-13	11	1	5	9	2	-5	-3.1
COc1cc(-c2ccc3oc(-c4ccsc4)cc(=O)c3c2)cc(OC)c1OC	0.1	/	-19	/	/	-3	5	/	/
Cc1ccc(S(=O)(=O)NCc2cc(=O)n(C)c(=O)n2C)cc1C	-0.2	6	8	0	-6	-5	6	2	0.0
COc1ccc(CN(C)CC(=O)NC(C)c2ccccc2)c(OC)c1 (stereo not given)	-0.1	-14	33	-1	7	-5	0	-10	1.2
COC(=O)c1cc(C#N)c(Oc2ccccc2)nc1C	0.2	0	30	5	6	-3	0	3	-0.1
CCCOc1ccc(N2C(=O)CC(NCCNc3ccc(S(=O)(=O)CC)cc3)C2=O)cc1 (stereo not given)	-0.2	59*	4	-4	-7	2	3	4	2.4
CCN1CCN(c2ccc(N=Cc3ccc(O)cc3O)cc2)CC1	-0.1	-4	-2	6	5	-65	0	2	3.5
CCN(CC)CCN1C(=O)C(O)=C(C(=O)c2ccco2)C1c1ccccn1 (stereo not given)	-0.2	16	7	2	3	4	3	18	-4.6
COc1cc2c(cc1OC)CN(C(=O)C1(c3ccccc3)CC1)CC2	0.0	7	6	4	-2	9	0	0	-3.4
CCc1ccc2[nH]c3nc(C)cc(C)c3c(=O)c2c1	0.0	0	11	3	-5	-2	0	-8	-1.9
Cc1ccnc(SCCn2c(N3CCN(C)CC3)nc3c2c(=O)n(C)c(=O)n3C)n1	0.0	1	-2	0	1	3	4	1	-0.5
COCCn1c(C)cc(C(=O)COC(=O)/C=C/c2ccc(OC)cc2OC)c1C	0.2	/	8	/	/	-3	0	/	/
COCCNC(=O)C(c1ccc(C)cc1)N(Cc1ccco1)C(=O)CCC(=O)Nc1ccccn1 (stereo not given)	-0.1	0	1	1	-2	2	0	2	1.2
O=C(Nc1ccc(F)cc1)c1ccc(CN2CCc3ccccc3C2)cc1	0.1	-3	4	0	2	5	0	1	-0.3

Already shown: an excerpt of the list.
SMILES	Efflux pump mplx	Bcl-xL primary	VLA-4 inh	Fam108B counter	PME-1 primary	GLD-1 TGE inh	GRK2 aptamer HTS	MCL1-BIM inh	MEX-5 binding
COC(=O)c1cc(C#N)c(Oc2ccccc2)nc1C	0.2	0	30	5	6	-3	0	3	-0.1
CCCOc1ccc(N2C(=O)CC(NCCNc3ccc(S(=O)(=O)CC)cc3)C2=O)cc1 (stereo not given)	-0.2	59*	4	-4	-7	2	3	4	2.4
CCN1CCN(c2ccc(N=Cc3ccc(O)cc3O)cc2)CC1	-0.1	-4	-2	6	5	-65	0	2	3.5
CCN(CC)CCN1C(=O)C(O)=C(C(=O)c2ccco2)C1c1ccccn1 (stereo not given)	-0.2	16	7	2	3	4	3	18	-4.6
COc1cc2c(cc1OC)CN(C(=O)C1(c3ccccc3)CC1)CC2	0.0	7	6	4	-2	9	0	0	-3.4
CCc1ccc2[nH]c3nc(C)cc(C)c3c(=O)c2c1	0.0	0	11	3	-5	-2	0	-8	-1.9
Cc1ccnc(SCCn2c(N3CCN(C)CC3)nc3c2c(=O)n(C)c(=O)n3C)n1	0.0	1	-2	0	1	3	4	1	-0.5
COCCn1c(C)cc(C(=O)COC(=O)/C=C/c2ccc(OC)cc2OC)c1C	0.2	/	8	/	/	-3	0	/	/
COCCNC(=O)C(c1ccc(C)cc1)N(Cc1ccco1)C(=O)CCC(=O)Nc1ccccn1 (stereo not given)	-0.1	0	1	1	-2	2	0	2	1.2
O=C(Nc1ccc(F)cc1)c1ccc(CN2CCc3ccccc3C2)cc1	0.1	-3	4	0	2	5	0	1	-0.3

This is a subset; rates above refer to the full screens.
